# BH1578 lux ind: inducers of Vibrio cholerae quorum light production without autoinducers | AID 588436 | 0.16% of 350,000 active | activation, % at 18.7 µM | V. cholerae BH1578 lux reporter, luminescence, 6 h; in the data active means activation mostly above about 9.7%, no sharp cut-off; inconclusive means no clear call, values can overlap the other calls; inactive means mostly below about 3.7%; further: not every result past the cut was called active; inactives centre near 0; reference of the scale not given here
# PfHsp40 rescue: compounds rescuing yeast from Plasmodium falciparum HSP40 toxicity; S. cerevisiae expressing PfHsp40, growth rescue, ATP luminescence; growth rescue, % at 12.5 µM; 0.68% of 340,000 active; AID 504582; in the data active means growth rescue above about 28%, passing the limit was not always enough; inconclusive means no clear call, values can overlap the other calls;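 further: yeast W303a lacking pdr1 and pdr3 grown in galactose medium; growth measured after three days at 30 °C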
# BoNT A protease: BoNT A light chain protease inhibition. 0.17% of 360,000 active. inhibition, % at 10 µM. multiplex microsphere protease substrate cleavage, flow cytometry. AID 588499; further: plate controls were buffer without enzyme for full effect and enzyme alone for no effect
# DUSP3 inh: inhibitors of human VHR1 phosphatase (DUSP3); P51452; recombinant VHR phosphatase, pNPP absorbance; AID 1654; 0.52% of 290,000 active; inhibition, % at 13.3 µM; in the data active means inhibition above about 50%; further: some compounds called inactive have numbers as strong as hits
# 3CLpro inhibitor: SARS-CoV 3CLpro protease inhibition | recombinant SARS-CoV 3CLpro, quenched FRET peptide cleavage | AID 1706 | 0.14% of 290,000 active | inhibition, % at 6 µM | P0C6X7; in the data active means inhibition above about 12%
# TcdB inh: blocks C. difficile toxin B glycohydrolase activity; inhibition, % at 9.99 µM; 0.24% of 350,000 active; TcdB glycohydrolase enzymatic assay, plate reader; in the data active means inhibition above about 10%
# Target sequence (P18177 whole entry, looked up): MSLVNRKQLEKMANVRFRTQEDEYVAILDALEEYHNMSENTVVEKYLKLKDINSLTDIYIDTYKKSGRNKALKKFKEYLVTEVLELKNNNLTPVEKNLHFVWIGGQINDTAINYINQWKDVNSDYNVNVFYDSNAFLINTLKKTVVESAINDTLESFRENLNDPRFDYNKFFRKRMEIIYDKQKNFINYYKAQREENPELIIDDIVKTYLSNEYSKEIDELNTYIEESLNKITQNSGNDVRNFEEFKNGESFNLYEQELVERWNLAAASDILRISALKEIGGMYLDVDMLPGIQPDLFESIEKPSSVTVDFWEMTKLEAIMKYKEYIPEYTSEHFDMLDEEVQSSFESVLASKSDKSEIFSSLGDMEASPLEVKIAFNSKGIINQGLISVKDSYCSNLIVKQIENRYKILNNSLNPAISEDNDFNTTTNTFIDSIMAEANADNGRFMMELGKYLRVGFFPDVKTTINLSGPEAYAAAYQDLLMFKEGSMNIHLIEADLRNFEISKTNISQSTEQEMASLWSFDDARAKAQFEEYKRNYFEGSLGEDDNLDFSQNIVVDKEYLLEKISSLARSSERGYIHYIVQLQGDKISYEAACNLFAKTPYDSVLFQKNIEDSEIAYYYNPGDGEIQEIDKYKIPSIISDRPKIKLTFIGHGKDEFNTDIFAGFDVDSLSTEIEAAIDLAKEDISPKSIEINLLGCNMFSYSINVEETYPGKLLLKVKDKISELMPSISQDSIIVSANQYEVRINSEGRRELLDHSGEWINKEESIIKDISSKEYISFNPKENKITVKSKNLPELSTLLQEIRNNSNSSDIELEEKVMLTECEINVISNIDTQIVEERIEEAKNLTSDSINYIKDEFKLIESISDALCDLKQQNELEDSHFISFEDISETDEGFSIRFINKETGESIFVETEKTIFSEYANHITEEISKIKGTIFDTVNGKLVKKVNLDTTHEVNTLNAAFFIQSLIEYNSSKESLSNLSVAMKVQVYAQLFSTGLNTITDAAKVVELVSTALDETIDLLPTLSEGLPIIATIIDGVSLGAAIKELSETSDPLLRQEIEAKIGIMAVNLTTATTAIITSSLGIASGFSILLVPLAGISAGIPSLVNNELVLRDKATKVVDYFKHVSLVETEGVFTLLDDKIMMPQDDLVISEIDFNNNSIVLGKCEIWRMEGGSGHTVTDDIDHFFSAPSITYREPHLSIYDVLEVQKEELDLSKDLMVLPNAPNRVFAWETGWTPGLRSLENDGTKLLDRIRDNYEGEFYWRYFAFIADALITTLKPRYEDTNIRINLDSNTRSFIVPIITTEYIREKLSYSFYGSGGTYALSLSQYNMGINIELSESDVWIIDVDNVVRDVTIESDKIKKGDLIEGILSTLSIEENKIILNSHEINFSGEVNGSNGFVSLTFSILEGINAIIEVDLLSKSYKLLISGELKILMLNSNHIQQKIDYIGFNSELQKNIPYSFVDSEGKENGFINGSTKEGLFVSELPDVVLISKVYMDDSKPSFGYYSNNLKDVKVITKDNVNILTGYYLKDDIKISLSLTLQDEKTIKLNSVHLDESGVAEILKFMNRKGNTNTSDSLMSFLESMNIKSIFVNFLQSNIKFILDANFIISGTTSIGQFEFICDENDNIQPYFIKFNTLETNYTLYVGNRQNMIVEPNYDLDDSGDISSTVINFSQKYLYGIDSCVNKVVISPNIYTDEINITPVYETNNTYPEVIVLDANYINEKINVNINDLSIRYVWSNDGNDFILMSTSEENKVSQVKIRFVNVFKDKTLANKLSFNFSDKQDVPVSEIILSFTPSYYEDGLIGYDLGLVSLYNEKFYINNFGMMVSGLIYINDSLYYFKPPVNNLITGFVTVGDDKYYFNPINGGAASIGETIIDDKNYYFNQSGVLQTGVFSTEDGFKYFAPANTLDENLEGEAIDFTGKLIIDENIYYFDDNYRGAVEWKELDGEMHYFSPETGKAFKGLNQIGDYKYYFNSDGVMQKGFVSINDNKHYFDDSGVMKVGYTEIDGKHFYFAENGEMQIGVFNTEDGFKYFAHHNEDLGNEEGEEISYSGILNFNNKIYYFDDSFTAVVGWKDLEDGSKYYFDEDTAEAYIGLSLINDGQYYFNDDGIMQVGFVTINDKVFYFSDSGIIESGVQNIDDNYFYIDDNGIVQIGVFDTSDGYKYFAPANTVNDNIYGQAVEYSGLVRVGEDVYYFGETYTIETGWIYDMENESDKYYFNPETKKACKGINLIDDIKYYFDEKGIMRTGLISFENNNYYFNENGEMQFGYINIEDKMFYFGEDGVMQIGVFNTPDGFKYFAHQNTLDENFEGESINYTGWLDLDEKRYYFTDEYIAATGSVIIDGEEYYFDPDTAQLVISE
# CCHFV vOTU inh: CCHFV vOTU protease inhibition. 0.55% of 370,000 active. Pep-AMC fluorescence. AID 651958. inhibition, % at 11.5 µM; in the data active means inhibition above about 30%; further: 0% = vehicle wells with enzyme and 100% = no enzyme wells
# Yp Topo-I inh: inhibitors of Yersinia pestis topoisomerase I; Y. pestis Topo-I cleavage product accumulation, plate reader; activity, % at 10 µM; 0.064% of 360,000 active; AID 504884; in the data active means activity above about 50%, passing the limit was not always enough; inconclusive means no clear call, values can overlap the other calls; further: inactives centre near 2
# Anthrax LF prot: blocks Bacillus anthracis lethal factor protease | P15917 | inhibition, % at 10 µM | 0.12% of 360,000 active | multiplex microsphere protease cleavage assay, LF; further: plate controls were buffer without enzyme for full effect and enzyme alone for no effect
# PriA SSB inh: K. pneumoniae PriA-SSBct interaction inhibition | AlphaScreen SSBct-PriA binding, biotinylated peptide | inhibition, % at 33 µM | 0.6% of 430,000 active | AID 1272365; in the data active means inhibition mostly above about 37%, no sharp cut-off; inactive means mostly below about 20%;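 further: plate controls were negative control peptide for no effect and reference peptide for full effect; strong numbers were not always called active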
# Starred values were filed as active, the others as inactive; i = inactive; ? = inconclusive; / = not tested or not shown. Unless noted, no stated cut-off is given here; in the data, active means inhibition above about 30%; inconclusive means no clear call, values can overlap the other calls; inactive means below that.
no.	molecule	BH1578 lux ind	PfHsp40 rescue	BoNT A protease	DUSP3 inh	3CLpro inhibitor
1	O=C(c1cn[nH]c1)N1CCc2c([nH]c3ccccc23)C1c1c(F)cccc1Cl (stereo unspecified)	i	0.1	0.3	16	1
2	Cc1nn(-c2ccccc2)c(Cl)c1C(=O)OCC(=O)NCCc1ccc(S(N)(=O)=O)cc1	-0.7	/	-0.5	/	/
3	CC(=O)[C@@]1(O)CC[C@H]2[C@@H]3CC=C4C[C@@H](O)CC[C@]4(C)[C@H]3CC[C@@]21C	-0.1	1.4	-0.2	-3	-5
4	COc1ccc(-c2nnc(SCC(=O)c3cccs3)o2)cc1	-2.0	-0.5	1.4	-19	-9
5	N#Cc1cccc(C(=O)N(CCc2ccccc2)Cc2cccs2)c1	-0.3	-0.2	1.0	1	2
6	COc1ccc([N+](=O)[O-])cc1/C=N/Nc1nc(N2CCCCC2)nc(N2CCCCC2)n1	i	6.2	-0.4	4	-7
7	CN(C)C(=O)Oc1c(Cl)cc(Cl)c2ccccc12	-0.7	-0.9	-0.5	26	0
8	CC(C)n1nc(C(=O)Nc2ccc3c(c2)OCO3)c2ccccc2c1=O	-0.2	-0.9	-0.1	/	/
9	CCc1nc2c(OCc3ccccc3C(=O)OC)cccn2c1N(C)C(=O)c1cccc(OC)c1	-0.5	/	-0.3	/	/
10	COc1ccc(NS(=O)(=O)c2cccc(C(=O)N3CCN(Cc4cc(OC)ccc4OC)CC3)c2)cc1	0.3	-1.3	/	10	2

no.	TcdB inh	CCHFV vOTU inh	Yp Topo-I inh	Anthrax LF prot	PriA SSB inh
1	2.2	7	-5	-2	18
2	1.8	-4	-9	-2	-6
3	1.1	0	-9	-6	-22
4	/	11	-7	3	-16
5	-0.2	-14	32	-2	-10
6	/	0	2	-1	/
7	/	2	0	-1	-29
8	1.0	6	-17	-5	3
9	0.1	4	7	0	/
10	2.2	5	34	/	-2

# Next structures
no.	molecule	BH1578 lux ind	PfHsp40 rescue	BoNT A protease	DUSP3 inh	3CLpro inhibitor
11	Cn1cccc1C(=O)OCC(=O)Nc1ccc2[nH]c(=O)[nH]c2c1	i	-0.9	-1.9	/	/
12	CC1CN(C(=O)C2CCCN2S(=O)(=O)c2ccc(Cl)cc2)CC(C)O1 (stereo unspecified)	i	0.2	-0.3	4	2
13	Cc1ccc(S(=O)(=O)n2nc(-c3cccnc3)nc2N)cc1	-0.4	0.1	-1.9	4	3
14	CN1CCN(C(N)=NC(=O)c2ccccc2)CC1	-0.2	0.3	0.1	-4	0
15	CC(C)c1ccccc1NC(=O)COC(=O)c1cccnc1	-4.5	-0.2	-1.3	14	-3
16	O=S(=O)(Nc1cccnc1)c1ccc2c(c1)OCCO2	i	-0.2	-0.9	-4	-2
17	COc1ccc(OCC(O)CNC(=O)Nc2cc(C)cc(C)c2)cc1 (stereo unspecified)	-0.3	-0.2	0.2	21	-1
18	Cn1nnnc1SCCNC/C=C/c1ccccc1	-0.4	-0.3	-1.3	12	2
19	Cc1ccc(CSc2sc(C(=O)c3ccccc3)c(N)c2C#N)cc1	-0.5	1.7	6.9	-2	4
20	CCOC(=O)c1[nH]c(=O)[nH]c1CSc1ccccn1	i	-2.3	0.5	31	2

no.	TcdB inh	CCHFV vOTU inh	Yp Topo-I inh	Anthrax LF prot	PriA SSB inh
11	0.7	-11	-3	2	-12
12	1.3	-2	3	-6	12
13	/	16	3	-4	-8
14	-0.8	2	1	-1	/
15	0.3	-3	-3	-3	-7
16	/	4	1	1	4
17	1.0	-7	3	-8	-7
18	/	4	4	-3	-3
19	/	0	8	6	-11
20	-0.2	2	-6	4	-4

# More structures follow:
no.	molecule	BH1578 lux ind	PfHsp40 rescue	BoNT A protease	DUSP3 inh	3CLpro inhibitor
21	CCc1cccc(NC(=O)Cn2ncn3c(cc4ccccc43)c2=O)c1	i	-0.6	-0.2	15	-4
22	CCCCCCCCC(=O)NNC(=O)c1c(O)c2ccccc2n(CC)c1=O	-0.3	7.3	6.0	34	-3
23	O=C(O)c1ccccc1-c1nc2ccccc2c(=O)[nH]1	i	-0.1	-0.4	7	-3
24	COc1ccc(CC(=O)Nc2cccc(Cl)c2C)cc1S(=O)(=O)N1CCOCC1	i	-0.9	0.0	/	/
25	Cc1cc(Cl)c(S(=O)(=O)N2CCN(c3ccccn3)CC2)cc1OCC(=O)NC1CCCCC1	-0.5	4.4	/	29	6
26	COc1ccc(OC)c(Nc2ncnc3ccccc23)c1	-0.2	0.1	0.6	0	-1
27	CCOC(=O)C1C(=O)OC(C)(C)C1C(C)C(=O)c1ccccc1 (stereo unspecified)	/	1.4	1.7	7	-1
28	CC(C)(C)NC(=O)Cn1c(SCC(N)=O)nc2ccccc21	i	-0.5	0.6	7	-2
29	OCCN1CCN(c2cc(-c3ccccc3)c3ccccc3n2)CC1	-0.6	-0.7	-0.1	11	0
30	Cc1cccc(N(CC(=O)NCCc2ccccc2)C(=O)c2csnn2)c1	-0.2	-1.7	1.0	-10	2

no.	TcdB inh	CCHFV vOTU inh	Yp Topo-I inh	Anthrax LF prot	PriA SSB inh
21	0.4	0	2	-7	-9
22	/	-1	6	2	2
23	/	4	-1	-3	-3
24	0.7	-10	6	3	-2
25	1.0	18	-8	/	-1
26	/	10	3	-4	-1
27	/	0	5	-7	-3
28	/	11	5	0	-12
29	0.7	-9	24	-3	8
30	-0.1	-10	4	0	-28

# (further entries)
no.	molecule	BH1578 lux ind	PfHsp40 rescue	BoNT A protease	DUSP3 inh	3CLpro inhibitor
31	CCCSc1ccc([C@H]2N[C@@](C)(C(=O)OC)[C@H]3C(=O)N(C)C(=O)[C@@H]23)cc1OC	-0.4	-2.7	-0.7	/	/
32	Cc1cccc(Nc2nc(N)c(C#N)c(CC#N)c2C#N)c1	-0.4	-0.5	-1.7	-5	0
33	O=S(=O)(Nc1nc2ccc(Cl)cc2s1)c1cccs1	-1.8	-1.0	0.7	34	-2
34	CC(=O)N1CCN(c2nnc(-c3ccc(C)cc3)c3ccccc23)CC1	i	2.8	5.4	6	4
35	CC(=O)Nc1ccc2sc(NC(=O)CN3CCOCC3)nc2c1	1.7	-2.1	1.3	20	7
36	CCOc1cc(N2CCOCC2)c(OCC)cc1NC(=O)c1cc(S(=O)(=O)N2CCOCC2)ccc1F	i	0.1	-0.1	/	/
37	COCC(C)N1CC(O)=C(c2nc(-c3ccc(Cl)cc3)cs2)C1=N (stereo unspecified)	-0.4	-0.5	-0.7	9	4
38	O=C(CSc1ccc2ccccc2c1)NCc1cccs1	i	8.2	-0.2	0	0
39	Cc1cc(C)c(C)c(S(=O)(=O)N2CCN(Cc3nc4ccccc4[nH]3)CC2)c1C	1.8	0.1	?	17	3
40	c1coc(-c2nnc(-c3ccc4c(c3)OCO4)o2)c1	/	/	/	-9	6

no.	TcdB inh	CCHFV vOTU inh	Yp Topo-I inh	Anthrax LF prot	PriA SSB inh
31	-0.4	0	4	-1	-19
32	/	15	2	-3	-11
33	/	/	0	-6	0
34	1.3	-5	22	-5	-3
35	1.1	-4	0	6	4
36	1.0	0	6	-5	2
37	1.7	-11	2	1	2
38	1.0	10	23	1	-12
39	/	9	12	-1	-13
40	-1.5	-25	/	/	/

# A section from the list above, as a working copy:
no.	molecule	BH1578 lux ind	PfHsp40 rescue	BoNT A protease	DUSP3 inh	3CLpro inhibitor
31	CCCSc1ccc([C@H]2N[C@@](C)(C(=O)OC)[C@H]3C(=O)N(C)C(=O)[C@@H]23)cc1OC	-0.4	-2.7	-0.7	/	/
32	Cc1cccc(Nc2nc(N)c(C#N)c(CC#N)c2C#N)c1	-0.4	-0.5	-1.7	-5	0
33	O=S(=O)(Nc1nc2ccc(Cl)cc2s1)c1cccs1	-1.8	-1.0	0.7	34	-2

no.	TcdB inh	CCHFV vOTU inh	Yp Topo-I inh	Anthrax LF prot	PriA SSB inh
31	-0.4	0	4	-1	-19
32	/	15	2	-3	-11
33	/	/	0	-6	0

# Following part.
no.	molecule	BH1578 lux ind	PfHsp40 rescue	BoNT A protease	DUSP3 inh	3CLpro inhibitor
41	O=C(C1CCCC1)N1CCCC(Nc2ccc(F)cc2)C1 (stereo unspecified)	-4.2	-1.0	0.5	4	-10
42	Cn1c(=O)n(C)c2cc([N+](=O)[O-])c(N3CCN(S(=O)(=O)c4ccc5ccccc5c4)CC3)cc21	i	0.5	-0.3	-1	4
43	CCc1cc(Cn2nc(-c3ccccc3)cc2C(=O)O)on1	-0.4	1.1	-0.2	/	/
44	CCOC(=O)C1(CCOC)CCN(Cc2ccccc2-c2ccco2)CC1	-0.3	0.5	0.4	35	7
45	Cc1ccc2c(c1)C(c1ccccc1)N(C(=O)c1cc3ccccc3oc1=O)CC(=O)N2 (stereo unspecified)	-0.2	-0.7	-0.3	-4	3
46	COc1cc(CCN(C(C)=O)C2C(=O)Nc3ccccc3N=C2c2ccc3c(c2)OCO3)cc(OC)c1 (stereo unspecified)	/	/	-0.3	/	/
47	Cc1sc(NC(=O)CSc2nnc(CCNC(=O)c3cccs3)n2C)nc1-c1ccccc1	-0.2	0.8	-0.8	13	-1
48	CCN1CCN(S(=O)(=O)c2ccc(Cl)c(C(=O)Nc3nnc(CC(C)C)s3)c2)CC1	/	7.4	-0.2	38	-6
49	NNC(=O)C1COc2cc3ccccc3cc2O1 (stereo unspecified)	i	1.0	3.3	1	8
50	Cc1c(C)n2c3c(cccc13)CC2	-0.1	-1.0	-1.0	-6	6

no.	TcdB inh	CCHFV vOTU inh	Yp Topo-I inh	Anthrax LF prot	PriA SSB inh
41	0.4	10	0	0	-16
42	/	-4	11	-7	-3
43	0.6	0	7	-3	-5
44	0.2	2	15	1	4
45	0.2	-6	15	-9	-14
46	2.0	6	/	1	/
47	/	-3	31	-4	8
48	0.8	-8	3	1	-23
49	-1.5	-2	7	-4	-14
50	0.0	-2	7	-2	1

# Additional entries.
no.	molecule	BH1578 lux ind	PfHsp40 rescue	BoNT A protease	DUSP3 inh	3CLpro inhibitor
51	COc1ccc(OCCn2cc(/C=C(\C#N)C(=O)NCc3ccco3)c3ccccc32)cc1	1.0	-2.5	-0.2	1	2
52	CC(C)CC(NC(N)=O)C(=O)Nc1ccc(Oc2ccccc2)cc1 (stereo unspecified)	-0.5	-0.5	-0.3	4	4
53	Cc1cc(C2=NNC(=NC3CCCCC3)SC2)c(C)n1-c1c(C)n(C)n(-c2ccccc2)c1=O	-0.4	-1.5	0.6	12	4
54	COC(=O)/C(=C(O)\C=C\c1ccccc1[N+](=O)[O-])c1nc2ccccc2[nH]1	-0.5	-1.4	-0.4	12	-1
55	Cc1ccc(NC(=O)CSc2nnc3ccccn23)cc1S(=O)(=O)N1CCOCC1	i	0.1	-0.7	0	-1
56	C=CCNC(=O)c1onc(CSc2cccc3ccccc23)c1C(=O)O	-0.2	?	-0.4	25	4
57	Cn1c(=O)[nH]c(=O)c2c1nc(CN1CCOCC1)n2CCc1ccccc1	-15	-0.2	-0.3	4	1
58	COC(=O)c1ccccc1NC(=O)C1CCN(S(=O)(=O)c2cc(OC)ccc2OC)CC1	i	1.5	0.2	-12	2
59	CN(C)c1ccc(/C=N\S(=O)(=O)c2ccccc2)cc1	-0.1	-0.1	0.3	-5	5
60	O=C(NCCO)NC(=S)c1ccccc1	-0.3	0.2	-1.4	2	5
61	COC(=O)CN1C(=S)N(c2ccc(OC)cc2)C(=O)/C1=C/c1ccc(OC)cc1	-0.5	-0.7	0.6	-14	-1
62	CCc1cccc(NC(=S)Nc2cccc3ccccc23)c1	i	-1.6	3.1	44	7

no.	TcdB inh	CCHFV vOTU inh	Yp Topo-I inh	Anthrax LF prot	PriA SSB inh
51	-0.3	-23	-7	0	-2
52	-0.9	-2	10	-2	-1
53	1.9	9	-4	-2	11
54	0.9	9	-10	-2	2
55	0.1	-14	4	-2	-14
56	1.3	9	9	0	-3
57	/	15	1	5	-11
58	/	5	13	-4	-18
59	/	10	0	0	/
60	/	-2	-4	-13	-2
61	-0.1	-2	16	0	1
62	0.2	-7	6	0	38*

# These rows are one share of the data; count on the stated rates, not on these rows.
